Ba/F3 V617F tox: reduced viability of JAK2V617F-dependent Ba/F3 cells, primary screen, JAK2V617F inhibitor project, cell-based, Ba/F3 EpoR-JAK2V617F, luminescence. ATP luminescence. inhibition, % at 5.6 µM. hit rate 1.1% among 220,000;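 active means inhibition above the campaign mean plus 3 SD over all tested compounds, cut at about 24% in these data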;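 further: cytokine-independent growth of Ba/F3 cells driven by EpoR plus mutant JAK2; 0% = DMSO-treated cells and 100% = JAK inhibitor I control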
PERK inh: block of dimerizer-induced PERK translation repression, primary screen, PERK inhibitor project, CHO PERK-DD cells, SEAP luminescence, HTS. Eukaryotic translation initiation factor 2-alpha kinase 3 (Homo sapiens), Q9NZJ5. hit rate 0.17% among 220,000. CHO PERK-DD fusion, SEAP luminescence translation reporter. inhibition, % at 5.6 µM;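 active means inhibition above the mean inhibition of all tested compounds plus 3 SD, set separately per screening campaign, cut at about 2.9% in these data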;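 further: PERK kinase domain activated by AP20187 dimerizer at 100 nM; 0% = DMSO with dimerizer and 100% = rapamycin at 8.4 µM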
Target sequence (Q9NZJ5 whole entry, looked up, the tested form may be a part): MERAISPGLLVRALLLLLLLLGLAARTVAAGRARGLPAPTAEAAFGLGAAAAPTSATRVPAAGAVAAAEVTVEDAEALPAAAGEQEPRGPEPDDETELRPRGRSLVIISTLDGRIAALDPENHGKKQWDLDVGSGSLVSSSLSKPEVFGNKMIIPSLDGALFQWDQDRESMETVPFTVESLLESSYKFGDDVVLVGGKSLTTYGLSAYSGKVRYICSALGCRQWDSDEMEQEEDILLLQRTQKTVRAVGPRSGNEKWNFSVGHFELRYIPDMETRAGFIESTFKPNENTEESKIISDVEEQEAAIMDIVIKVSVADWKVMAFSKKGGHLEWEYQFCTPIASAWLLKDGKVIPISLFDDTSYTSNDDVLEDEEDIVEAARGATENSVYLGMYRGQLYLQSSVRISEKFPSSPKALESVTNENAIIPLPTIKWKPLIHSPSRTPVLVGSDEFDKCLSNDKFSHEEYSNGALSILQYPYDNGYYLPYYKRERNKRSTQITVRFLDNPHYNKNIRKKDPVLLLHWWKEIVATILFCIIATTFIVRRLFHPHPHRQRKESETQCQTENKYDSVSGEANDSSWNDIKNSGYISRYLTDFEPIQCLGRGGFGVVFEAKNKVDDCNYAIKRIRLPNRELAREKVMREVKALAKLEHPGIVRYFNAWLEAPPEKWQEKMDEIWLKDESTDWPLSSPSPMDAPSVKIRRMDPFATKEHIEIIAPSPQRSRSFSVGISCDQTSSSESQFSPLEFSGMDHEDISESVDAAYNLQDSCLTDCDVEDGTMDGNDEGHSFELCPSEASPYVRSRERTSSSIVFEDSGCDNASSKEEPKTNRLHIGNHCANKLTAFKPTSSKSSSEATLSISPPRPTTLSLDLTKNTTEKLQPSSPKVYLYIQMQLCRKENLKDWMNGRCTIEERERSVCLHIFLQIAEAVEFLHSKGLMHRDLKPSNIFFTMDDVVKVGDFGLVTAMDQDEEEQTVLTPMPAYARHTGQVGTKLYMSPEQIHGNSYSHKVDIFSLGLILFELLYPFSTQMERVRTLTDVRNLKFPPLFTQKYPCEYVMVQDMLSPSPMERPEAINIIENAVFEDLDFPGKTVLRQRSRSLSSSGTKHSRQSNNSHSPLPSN
TRPN1 ag: zebrafish TRPN1 channel agonists, primary screen, cell-based, HEK293, calcium fluorescence; HEK293 zebrafish TRPN1-YFP, Fluo-8 calcium fluorescence; 100% = response to 87 µM carbachol; activation, % at 3 µM; hit rate 0.18% among 220,000; AID 1424, 2008;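 active means activation above its plate's cutoff, the mean activation of test wells on that plate plus 3 SD, cut at about 19% in these data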;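 further: 0% = DMSO alone and 100% = 87 µM carbachol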
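System: zebrafish TRPN1-YFP in HEK293 cells / Dosing: 3 µM single point / Timing: dye loading 1 h at 37 °C, then 30 min room temperature / Signal: Fluo-8 calcium fluorescence, excitation 470-495 nm, emission 515-575 nm / Read-out basis: percent activation from peak over basal fluorescence ratio, control-normalized / Control set: high carbachol 87 µM, low DMSO alone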
EP2 modulator: EP2 receptor modulators, cAMP readout, primary screen, cell-based, HTRF cAMP, PGE2 stimulation | EP2-expressing cells, cAMP HTRF FRET, PGE2 co-stimulation | induction, % at 25 µM | Prostaglandin E2 receptor EP2 subtype (Homo sapiens), P43116 | hit rate 0.83% among 260,000 | AID 940, 2007;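 active means compounds whose cAMP rise, as percent of the full-agonist control response, exceeds 60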;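 further: rat C6 glioma line stably carrying human EP2 under a CMV promoter; the protocol text gives 20 µM as final concentration; 100% = response of wells given 1 µM PGE2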
S1P4 antag: S1P4 receptor antagonists, primary screen, cell-based; Sphingosine 1-phosphate receptor 4 (Homo sapiens), O95977; S1P4-expressing cells, antagonist mode, reporter read-out; inhibition, % at 4.98 µM; hit rate 0.26% among 220,000; in the data active means inhibition above about 29%;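 further: 0% = wells stimulated with agonist and 100% = vehicle wells without agonist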
S1P4 agonist: S1P4 receptor agonists, primary screen, cell-based; Sphingosine 1-phosphate receptor 4 (Homo sapiens), O95977; S1P4-expressing cell line, agonist reporter assay; activation, % at 4.98 µM; hit rate 0.35% among 220,000; AID 1509, 2009; in the data active means activation above about 11%;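 further: 0% = DMSO vehicle and 100% = reference agonist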
TRPML3 ag: human TRPML3 channel agonists, primary screen, cell-based, HEK293 TRPML3-YFP, Fluo-8 calcium fluorescence, 3 µM | 100% = the carbachol control signal | hit rate 0.29% among 220,000 | activation, % at 3 µM;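 active means activation above its plate's cutoff, the mean activation of the plate's test wells plus 3 SD, cut at about 12% in these data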;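 further: 0% = DMSO only wells and 100% = carbachol wells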
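Material: HEK293 cells stably carrying human TRPML3-YFP; compound dosing: single dose, 3 µM final nominal compound, 0.3% DMSO final; incubation: 1-h 37 °C dye load, 5-s basal, 120-s post-compound reads; technique: Fluo-8 intracellular calcium fluorescence, excitation 470-495 nm, emission 515-575 nm; read-out basis: percent activation from peak-to-basal fluorescence ratio, scaled between DMSO and carbachol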
BaF3 tox: parental Ba/F3 cell viability inhibition, counter-screen for JAK2V617F inhibitor project, murine pro-B, CellTiter-Glo luminescence | AID 1486, 2009 | hit rate 1.1% among 220,000 | inhibition, % at 5.6 µM | CellTiter-Glo ATP luminescence;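 active means inhibition above a per-campaign cutoff, the mean inhibition of all tested compounds plus 3 SD, cut at about 27% in these data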;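 further: 0% = DMSO wells and 100% = JAK Inhibitor I control wells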
m-calpain inh: inhibitors of pig calpain II, primary screen, biochemical, fluorogenic peptide substrate, 1536-well; hit rate 0.37% among 220,000; purified calpain II, 30 min; inhibition, % at 16 µM;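 active means inhibition above about 50%, limit read from the data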
The depositor's hits bear a star; & = joins results of further samples.

Start of the data: the first 3 records as a preview:
Screening CCN(CC)S(=O)(=O)c1ccc(-c2nnco2)cc1 returned Ba/F3 V617F tox -1, PERK inh -0.7, TRPN1 ag 1.3, EP2 modulator 13&-12, S1P4 antag -15, S1P4 agonist 1.5, TRPML3 ag 1.0, BaF3 tox 2 and m-calpain inh 12.
CCOC(=O)c1c(C)[nH]c(C(=O)CSc2nccc(C)n2)c1C was read as Ba/F3 V617F tox 2, PERK inh -0.4, TRPN1 ag 2.1, EP2 modulator -10, S1P4 antag -3, S1P4 agonist 0.6, TRPML3 ag 0.7, BaF3 tox 5 and m-calpain inh 17.
CC1CCCC(NC(=O)CCn2c(=S)oc3ccccc32)C1C (configuration not stated) was read as Ba/F3 V617F tox -8, PERK inh -0.2, TRPN1 ag -1.3, EP2 modulator 7, S1P4 antag 1, S1P4 agonist 0.6, TRPML3 ag -0.6, BaF3 tox -5 and m-calpain inh -26.

This part in full (from the top)
Screening CCN(CC)S(=O)(=O)c1ccc(-c2nnco2)cc1 returned Ba/F3 V617F tox -1, PERK inh -0.7, TRPN1 ag 1.3, EP2 modulator 13&-12, S1P4 antag -15, S1P4 agonist 1.5, TRPML3 ag 1.0, BaF3 tox 2 and m-calpain inh 12.
CCOC(=O)c1c(C)[nH]c(C(=O)CSc2nccc(C)n2)c1C was read as Ba/F3 V617F tox 2, PERK inh -0.4, TRPN1 ag 2.1, EP2 modulator -10, S1P4 antag -3, S1P4 agonist 0.6, TRPML3 ag 0.7, BaF3 tox 5 and m-calpain inh 17.
CC1CCCC(NC(=O)CCn2c(=S)oc3ccccc32)C1C (configuration not stated) was read as Ba/F3 V617F tox -8, PERK inh -0.2, TRPN1 ag -1.3, EP2 modulator 7, S1P4 antag 1, S1P4 agonist 0.6, TRPML3 ag -0.6, BaF3 tox -5 and m-calpain inh -26.
`COc1cccc(OCC(=O)O)c1` gave Ba/F3 V617F tox 0, PERK inh 0.6, TRPN1 ag -0.3, EP2 modulator 19, S1P4 antag -4, S1P4 agonist -0.6, TRPML3 ag 0.0, BaF3 tox 5 and m-calpain inh -36.
Screening COc1cc(/C=N/NC(=O)NC2CCCCC2)ccc1O returned Ba/F3 V617F tox 1, PERK inh -0.1, TRPN1 ag -0.2, EP2 modulator 16, S1P4 antag -19, S1P4 agonist 2.5, TRPML3 ag -0.7, BaF3 tox 0 and m-calpain inh -11.
`COc1ccc(Cc2nc3ccc(S(=O)(=O)N4CCOCC4)cc3[nH]2)cc1OC` gave Ba/F3 V617F tox -5, PERK inh 0.8, TRPN1 ag 0.6, EP2 modulator 6, S1P4 antag 13, S1P4 agonist -1.9, TRPML3 ag 0.7, BaF3 tox 1 and m-calpain inh 1.
`Cc1ccc(C2=NC(C)(C)NC2=O)cc1` gave Ba/F3 V617F tox -4, PERK inh 1.5, TRPN1 ag 0.2, EP2 modulator 16, S1P4 antag 1, S1P4 agonist -4.3, TRPML3 ag 1.2, BaF3 tox 2 and m-calpain inh 10.
`Cc1c(C(=O)O)oc2c1C(O)CC(C)(C)C2` (configuration not stated) gave Ba/F3 V617F tox -3&4, PERK inh 1.2&0.8, TRPN1 ag 0.4&0.6, EP2 modulator 23&6, S1P4 antag -5&0, S1P4 agonist 1.7&-1.0, TRPML3 ag 0.5&-1.1, BaF3 tox 2&3 and m-calpain inh 22&-6.
Screening Cc1ccc(C(C)C)c(OCCCN2C(=O)NC(C)(C)C2=O)c1 returned Ba/F3 V617F tox 5, PERK inh -0.8, TRPN1 ag -1.3, EP2 modulator 19, S1P4 antag -3, S1P4 agonist -2.0, TRPML3 ag -0.3, BaF3 tox 7 and m-calpain inh -47.
For COc1ccc(N2CCN(C3CC(=O)N(Cc4ccccc4)C3=O)CC2)cc1 (configuration not stated) the results were Ba/F3 V617F tox 1, PERK inh -0.7, TRPN1 ag -0.2, EP2 modulator -5, S1P4 antag 7, S1P4 agonist 0.9, TRPML3 ag 1.3, BaF3 tox 10 and m-calpain inh -23.
O=C(COc1ccccc1)Nc1ccc(OC(F)(F)C(F)F)c(NC(=O)COc2ccccc2)c1 was read as Ba/F3 V617F tox -2, PERK inh 0.9, TRPN1 ag -0.3, EP2 modulator 20, S1P4 antag 7, S1P4 agonist -3.0, TRPML3 ag -0.2, BaF3 tox 2 and m-calpain inh -30.
For C=CCc1cccc(/C=N/NC(=O)c2ccccc2OC)c1O the results were Ba/F3 V617F tox -1, PERK inh 0.5, TRPN1 ag -1.4, EP2 modulator -3, S1P4 antag 7, S1P4 agonist -4.5, TRPML3 ag -0.5, BaF3 tox 4 and m-calpain inh 43.
Screening O=C1Nc2c(ccc(Cl)c2Cl)C(=O)C1(F)c1ccccc1 (configuration not stated) returned Ba/F3 V617F tox 1, PERK inh -0.2, TRPN1 ag -0.9, EP2 modulator -24, S1P4 antag -14, S1P4 agonist 0.2, TRPML3 ag -1.3, BaF3 tox -6 and m-calpain inh 21.
For O=C(CCc1ccccc1)N1CCN(c2ccccn2)CC1 the results were Ba/F3 V617F tox 2, PERK inh 0.4, TRPN1 ag -0.4, EP2 modulator 1, S1P4 antag -21, S1P4 agonist 1.1, TRPML3 ag 0.7, BaF3 tox 4 and m-calpain inh -6.
For CCOC(=O)C1CCCN(C(=O)c2ccc3c(c2)N(Cc2ccccc2)C(=O)c2ccccc2S3=O)C1 (configuration not stated) the results were Ba/F3 V617F tox 5, PERK inh 0.2, TRPN1 ag -1.6, EP2 modulator 22, S1P4 antag 5, S1P4 agonist -1.7, TRPML3 ag 0.3, BaF3 tox 3 and m-calpain inh 26.
COCCOC(=O)/C=C1/NC(=O)CS1 was read as Ba/F3 V617F tox 3, PERK inh 0.9, TRPN1 ag 1.9, EP2 modulator 12, S1P4 antag -9, S1P4 agonist 1.5, TRPML3 ag 0.4, BaF3 tox 4 and m-calpain inh 1.
For CCOc1cccc(Nc2cc3n(c(=O)n2)CCc2cc(OC)c(OC)cc2-3)c1 the results were Ba/F3 V617F tox 3, PERK inh 0.9, TRPN1 ag 0.8, EP2 modulator 6, S1P4 antag -13, S1P4 agonist 0.5, TRPML3 ag 0.4, BaF3 tox 6 and m-calpain inh inactive.
Cc1ccccc1S(=O)(=O)NC1=NCCCCC1 was read as Ba/F3 V617F tox -1, PERK inh 1.3, TRPN1 ag 0.0, EP2 modulator 18, S1P4 antag -15, S1P4 agonist 0.7, TRPML3 ag 1.4, BaF3 tox 1 and m-calpain inh -8.
`Cc1cc(N2CCN(S(=O)(=O)c3ccccc3)CC2)c2ccccc2n1` gave Ba/F3 V617F tox 1, PERK inh -1.1, TRPN1 ag 3.0, EP2 modulator -52, S1P4 antag 7, S1P4 agonist -0.8, TRPML3 ag 2.3, BaF3 tox 5 and m-calpain inh -48.
`Cc1[nH]c2ccccc2c1N=Nc1ccccc1C(=O)O` gave Ba/F3 V617F tox 2, PERK inh -0.6, TRPN1 ag 0.5, EP2 modulator 7, S1P4 antag -5, S1P4 agonist -0.1, TRPML3 ag 0.6, BaF3 tox 7 and m-calpain inh 42.
`CC(C)CN(C(=O)CSc1nnc2c(Cl)cc(C(F)(F)F)cn12)C1CCS(=O)(=O)C1` (configuration not stated) gave Ba/F3 V617F tox -1, PERK inh -0.6, TRPN1 ag 2.1, EP2 modulator 5, S1P4 antag -12, S1P4 agonist 1.1, TRPML3 ag 1.0, BaF3 tox 2 and m-calpain inh -44.
For Cc1ccc(S(=O)(=O)N/N=C/c2ccc(O)cc2O)cc1[N+](=O)[O-] the results were Ba/F3 V617F tox 3, PERK inh 0.3, TRPN1 ag 0.2, EP2 modulator 4, S1P4 antag 5, S1P4 agonist -0.3, TRPML3 ag 0.2, BaF3 tox 1 and m-calpain inh 15.
Screening N/C(=N\c1nc(CSc2ccc(Cl)cc2)cc(=O)[nH]1)Nc1cccc2ccccc12 returned Ba/F3 V617F tox -5, PERK inh 0.5, TRPN1 ag 0.3, EP2 modulator 5, S1P4 antag -8, S1P4 agonist 2.2, TRPML3 ag 1.3, BaF3 tox 3 and m-calpain inh -42.
`Fc1ccccc1N=C1NN=C(c2ccccc2)CS1` gave Ba/F3 V617F tox -6, PERK inh 0.9, TRPN1 ag -2.3, EP2 modulator -61, S1P4 antag 9, S1P4 agonist -2.8, TRPML3 ag -0.1, BaF3 tox 1 and m-calpain inh 11.
Screening COC(=O)c1c(C)[nH]c(C(=O)CSc2ccc(Cl)cc2)c1C returned Ba/F3 V617F tox 1, PERK inh 0.0, TRPN1 ag -1.7, EP2 modulator -5, S1P4 antag -1, S1P4 agonist -0.8, TRPML3 ag 0.1, BaF3 tox 7 and m-calpain inh 22.
CC(=O)N/N=C(\C)CC(=O)Nc1cccc(C(F)(F)F)c1 was read as Ba/F3 V617F tox 3, PERK inh 0.4, TRPN1 ag 0.7, EP2 modulator -9, S1P4 antag -25, S1P4 agonist 3.3, TRPML3 ag 0.3, BaF3 tox 2 and m-calpain inh 16.
O=C(CSc1nc(-c2ccccc2)cs1)Nc1nccs1 was read as Ba/F3 V617F tox 4, PERK inh 0.2, TRPN1 ag 1.1, EP2 modulator 1, S1P4 antag -4, S1P4 agonist 0.8, TRPML3 ag -0.3, BaF3 tox 9 and m-calpain inh 19.
Screening Cc1cc(C)c(NS(=O)(=O)c2cccc3cccnc23)c(C)c1 returned Ba/F3 V617F tox -1, PERK inh -0.2, TRPN1 ag -2.3, EP2 modulator 16, S1P4 antag 18, S1P4 agonist -0.7, TRPML3 ag -0.6, BaF3 tox -2 and m-calpain inh -5.
O=C(COc1ccccc1)NC1=NCCS1 was read as Ba/F3 V617F tox -2, PERK inh 1.1, TRPN1 ag -0.3, EP2 modulator 23, S1P4 antag 2, S1P4 agonist 0.1, TRPML3 ag 1.0, BaF3 tox 1 and m-calpain inh -55.
CC(C)(C)NC(=S)NNC(=O)c1ccccc1Cl was read as Ba/F3 V617F tox 0, PERK inh 1.2, TRPN1 ag 1.4, EP2 modulator 16, S1P4 antag 0, S1P4 agonist 2.7, TRPML3 ag 0.8, BaF3 tox 9 and m-calpain inh 13.
For Cn1nc(C(F)(F)F)c(/C=N/OC(=O)c2ccccc2)c1Sc1ccc(Cl)cc1 the results were Ba/F3 V617F tox 6, PERK inh -0.6, TRPN1 ag 0.3, EP2 modulator 70*, S1P4 antag -7, S1P4 agonist -0.3, TRPML3 ag 1.0, BaF3 tox 6 and m-calpain inh 22.

Screening results (PubChem)
